Source: PubChem
S1P4 ag = S1P4 receptor agonists, primary screen, cell-based | Sphingosine 1-phosphate receptor 4 (Homo sapiens), O95977 | S1P4-expressing cell line, agonist reporter assay | activation, % at 4.98 µM | hit rate 0.35% among 220,000 | AID 1509, 2009; in the data active = activation above about 11%;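 also: 0% = DMSO vehicle and 100% = reference agonist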
S1P4 antagonist = S1P4 receptor antagonists, primary screen, cell-based | Sphingosine 1-phosphate receptor 4 (Homo sapiens), O95977 | S1P4-expressing cells, antagonist mode, reporter read-out | inhibition, % at 4.98 µM | hit rate 0.26% among 220,000; in the data active = inhibition above about 29%;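 also: 0% = wells stimulated with agonist and 100% = vehicle wells without agonist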
NPY-Y1 PAM-ag = NPY-Y1 receptor potentiators or agonists, primary screen, cell-based; Neuropeptide Y receptor type 1 (Homo sapiens), P25929; NPY-Y1 expressing cells, potentiator/agonist activation; activation, % at 3.6 µM; hit rate 0.37% among 220,000; AID 1304, 2008; in the data active = activation above about 33%, passing the limit was not always enough;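 also: cells stimulated with NPY at EC10 then isoproterenol at EC100; 0% = low agonist plus stimulus and 100% = saturating agonist plus stimulus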
Target sequence (P25929 whole entry, looked up): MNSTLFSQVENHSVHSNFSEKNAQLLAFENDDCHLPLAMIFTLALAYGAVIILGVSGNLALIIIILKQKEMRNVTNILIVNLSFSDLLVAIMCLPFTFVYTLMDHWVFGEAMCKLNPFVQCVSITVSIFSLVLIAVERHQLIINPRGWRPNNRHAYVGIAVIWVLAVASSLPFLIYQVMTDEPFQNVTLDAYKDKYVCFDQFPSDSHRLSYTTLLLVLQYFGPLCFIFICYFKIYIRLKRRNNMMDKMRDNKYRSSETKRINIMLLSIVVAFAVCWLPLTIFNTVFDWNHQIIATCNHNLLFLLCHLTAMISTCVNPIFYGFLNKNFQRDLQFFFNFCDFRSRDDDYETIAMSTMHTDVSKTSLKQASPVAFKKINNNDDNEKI
NCF1 inh = p47phox/p22phox peptide binding inhibitors, primary screen, biochemical, uHTS, NADPH oxidase regulatory subunit; Neutrophil cytosol factor 1 (Homo sapiens), P14598; fluorescence polarization, 2 h; inhibition, % at 24.7 µM; hit rate 0.53% among 220,000; AID 1274, 2008;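 active = inhibition above about 30%, limit read from the data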;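 also: 0% = p47phox with labelled peptide and 100% = labelled peptide alone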
NPY Y1 blocker = NPY-Y1 receptor antagonists, primary screen, cell-based | Neuropeptide Y receptor type 1 (Homo sapiens), P25929 | AID 1040, 2008 | hit rate 1% among 200,000 | HEK293-CNG Y1 cells, membrane potential fluorescence; NPY at EC95, then isoproterenol | inhibition, % at 3.6 µM;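 active = inhibition above the campaign mean inhibition of all tested compounds plus 3 SD, cut at about 20% in these data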;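 also: 0% = DMSO wells given NPY plus isoproterenol and 100% = isoproterenol alone without NPY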
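Material: HEK293 Y1/CNG channel cell line; also added: NPY (25 nM), isoproterenol (1 µM), Ro 20-1724 (25 µM); doses: one concentration, 3.6 µM, in 0.4% DMSO; schedule: compound incubation 1 h at room temperature, readout 45 min post-stimulation; technique: membrane potential fluorescence; measure: fluorescence ratio normalized to % inhibition between controls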
NPY-Y2 PAM-ag = NPY-Y2 potentiators or agonists, primary screen, cell-based; Neuropeptide Y receptor type 2 (Homo sapiens), P49146; activation, % at 3.6 µM; hit rate 0.45% among 220,000; AID 1359, 2008; cells expressing NPY-Y2, potentiator/agonist read-out; in the data active = activation above about 27%;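 also: cells stimulated with NPY near EC25 plus isoproterenol at EC100; 0% = vehicle plus submaximal agonist and 100% = vehicle plus saturating agonist; some results beyond the cut were filed as inactive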
Target sequence (P49146 whole entry, looked up): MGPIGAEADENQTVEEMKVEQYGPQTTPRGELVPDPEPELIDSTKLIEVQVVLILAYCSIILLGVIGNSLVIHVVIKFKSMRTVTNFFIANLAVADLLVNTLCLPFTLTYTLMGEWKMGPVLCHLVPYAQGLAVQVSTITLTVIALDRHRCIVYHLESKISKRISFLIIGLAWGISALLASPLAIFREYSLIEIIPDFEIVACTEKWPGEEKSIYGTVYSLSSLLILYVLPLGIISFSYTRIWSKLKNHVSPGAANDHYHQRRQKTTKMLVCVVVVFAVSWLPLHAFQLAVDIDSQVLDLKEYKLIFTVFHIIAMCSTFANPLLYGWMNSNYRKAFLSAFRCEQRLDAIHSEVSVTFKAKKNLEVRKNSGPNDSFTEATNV
Ba/F3 V617F tox = reduced viability of JAK2V617F-dependent Ba/F3 cells, primary screen, JAK2V617F inhibitor project, cell-based, Ba/F3 EpoR-JAK2V617F, luminescence. ATP luminescence. inhibition, % at 5.6 µM. hit rate 1.1% among 220,000;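 active = inhibition above the campaign mean plus 3 SD over all tested compounds, cut at about 24% in these data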;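 also: cytokine-independent growth of Ba/F3 cells driven by EpoR plus mutant JAK2; 0% = DMSO-treated cells and 100% = JAK inhibitor I control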
CHOP inh = inhibitors of CHOP promoter induction, primary screen, cell-based, unfolded protein response, luciferase reporter; CHO-K1 CHOP-promoter luciferase, tunicamycin-induced, 15-18 h; AID 2732, 2010; hit rate 3.8% among 220,000; inhibition, % at 10 µM;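 active = compounds that reduced the stress-induced luciferase reporter signal by more than about 70% of percent inhibition, limit read from the data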;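 also: 0% = tunicamycin plus vehicle and 100% = wells without tunicamycin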
BaF3 tox = parental Ba/F3 cell viability inhibition, counter-screen for JAK2V617F inhibitor project, murine pro-B, CellTiter-Glo luminescence | CellTiter-Glo ATP luminescence | inhibition, % at 5.6 µM | hit rate 1.1% among 220,000 | AID 1486, 2009;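 active = inhibition above a per-campaign cutoff, the mean inhibition of all tested compounds plus 3 SD, cut at about 27% in these data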;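 also: 0% = DMSO wells and 100% = JAK Inhibitor I control wells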
* hit, by the source's call; · = no result given.

structure,S1P4 ag,S1P4 antagonist,NPY-Y1 PAM-ag,NCF1 inh,NPY Y1 blocker,NPY-Y2 PAM-ag,Ba/F3 V617F tox,CHOP inh,BaF3 tox
Cc1ccc(C(=O)NCc2nnc(SCC(=O)Nc3sc4c(c3C#N)CCCC4)n2C)cc1,-1.0,-23,13,-9,-8,3,-1,67,2
COc1ccc(CNC(=O)CSc2nnnn2-c2ccc(O)cc2)cc1,0.6,-1,-18,4,0,12,-5,12,-2
CCCc1cc(-c2[nH]ncc2-c2ccc3c(c2)OCCCO3)c(O)cc1OC,-0.2,-22,23,-5,1,-9,-2,69,3
COc1cc(CNc2ncn[nH]2)ccc1OCC(=O)NC(C)(C)C,3.4,-5,8,-2,-2,0,1,4,8
Fc1cccc(CN2CCN(c3ncccn3)CC2)c1,0.3,-11,-2,-2,-1,15,-2,10,6
NC(=O)COc1cccc(/C=N/NC(=O)c2ccc(-n3cccc3)cc2)c1,1.5,-21,0,-16,·,-24,-3,-30,0
CC1(C)Cc2cccc(OCC(=O)Nc3ccccc3N3CCOCC3)c2O1,1.1,-32,0,-9,0,-7,-4,37,2
COc1ccccc1-c1nnc(SCC(=O)Nc2cc(C)on2)o1,0.4,-42,8,-9,0,0,2,16,5
Cc1ccc(S(=O)(=O)Nc2ccc(Br)cc2/C=N/n2cnnc2)cc1,1.5,-29,49*,-1,-18,47*,5,57,8
CCCCN1CNC(=S)N(c2ccc(C(=O)OCC)cc2)C1,2.2,-3,20,-8,-3,6,1,18,3
c1ccc(-c2cnn3nnnc3n2)cc1,-0.4,-1,-16,-10,-6,-2,3,20,6
COC(=O)c1sc(NC(=S)NC(=O)c2ccccc2Cl)nc1C,-5.7,-16,3,1,2,-16,-1,-70,6
CCOC(=O)c1cnn(-c2nc(SC)nc3sc4c(c23)CCC4)c1N,-3.0,0,-17,-6,9,-15,-2,2,2
CC(=O)c1cc2c(C)c(C(=O)c3ccccc3)oc2cc1O,1.3,-35,0,-2,8,-9,-3,83*,0
O=C(CSc1nnc(-c2ccc(NS(=O)(=O)c3ccccc3)cc2)o1)NCC1CCCO1 (stereo not given),0.7,5,-2,-15,3,0,-1,7,5
CCCCC1(C)Cc2ccccc2C(=S)N1 (stereo not given),0.0,-5,2,0,4,19,1,18,-1
CCN(CC)c1ccc(C(=O)NC(=S)N2CCN(Cc3ccc4c(c3)OCO4)CC2)cc1,-1.1,-5,-8,-22,4,0,0,29,4
O=C(CNC(=O)c1ccco1)OCc1cccc(Cl)c1,-2.0,-15,-14,-7,0,-9,-3,74*,-1
CCOc1ccc(S(=O)(=O)N2CCN(c3ccc(OC)cc3)CC2)c2cccnc12,1.6,-14,-21,-11,-1,-16,2,26,4
COc1cccc(NC(=O)COC(=O)c2ccco2)c1,0.9,14,-27,-13,6,6,-2,6,6
CCN=c1sc2ccccc2n1CC(O)COc1ccccc1 (stereo not given),0.7,-17,-57,-4,8,-11,-3,57,3
CCc1cc2c(=O)c(-c3cscn3)coc2cc1O,0.0,-8,21,-11,-1,6,-1,-45,3
S=c1[nH]nc(-c2ccccc2)n1/N=C/c1cccs1,-0.7,12,3,-8,2,1,-3,31,0
O=C(/C=C/c1ccco1)c1ccccc1O,-0.9,0,6,-5,-3,-3,3,-38,10
O=C(CN1C(=O)CSc2ncccc21)N1CCOCC1,0.0,0,11,-1,7,16,-3,30,2
O=c1c2ccccc2nc(SCc2cccc(F)c2)n1C1CCCC1,1.0,-16,-8,4,3,-7,1,23,4
CC(=O)Nc1cccc(N/C=C(\C=O)c2nc3ccccc3o2)c1,1.2,-16,7,-19,0,-2,-2,-43,2
S=C1N(c2ccccc2)C(c2ccc(Cl)cc2)N2CCCN12 (stereo not given),-0.6,-8,1,0,7,-4,1,12,7
NC(=O)Cc1ccc2c(c1)[nH]c1ccccc12,-0.2,12,-6,-18,·,5,3,-14,0
CCn1c2ccccc2c2cc(/C=N/NC(=O)c3ccncc3)ccc21,-0.1,5,-7,-1,4,-13,0,20,4
C=CCn1c(SCC(N)=O)nnc1-c1cc2c(s1)CCC(CC)C2 (stereo not given),1.1,-9,-11,-2,3,-3,-2,14,2
CCOC(=O)NC(NS(=O)(=O)c1ccccc1)(C(=O)OCC)C(F)(F)F (stereo not given),-1.3,-15,-9,0,2,-4,-2,6,0
CCc1nc(N2CCCCC2C(=O)O)c2oc3ccccc3c2n1 (stereo not given),2.5,-10,-26,-3,·,-26,2,-11,0
Cc1ccc(NC(=S)NCc2cccnc2)cc1,-3.5,8,-15,20,-3,-10,-2,33,-1
Cc1cc(C)c(S(=O)(=O)N(CC(=O)O)C2CCCCC2)c(C)c1,-1.3,-6,-1,5,-2,-10,1,23,6
N/C(=N\OC(=O)CCC1CCCC1)c1ccccn1,0.4,-11,-6,0,0,1,0,14,6
CCOc1ccc(NCC(=O)N/N=C/C=C/c2ccccc2)cc1,-2.2,-10,-26,-2,3,-7,9,-1,11
N#Cc1c(NC(=O)Cn2nc(C(F)(F)F)c3c2CCCC3)sc2c1CCC2,-1.5,-17,-7,-9,5,-8,2,11,7
CCCn1c(=O)c(C(=O)Nc2ccccc2C(=O)OCC)c(O)c2ccccc21,0.7,-15,-4,-11,-3,-6,0,16,5
COc1ccc(-c2cn(-c3ccc(C)cc3)c(=O)n2CC(=O)Nc2ccc(OC)c(OC)c2)cc1,-2.5,6,0,-10,9,-9,1,38,7
CC1CCCC(C)N1C(=O)Nc1cccc(Cl)c1 (stereo not given),-2.2,4,14,-6,1,8,-4,56,1
CCn1c(Nc2ccccc2Cl)nc2ccccc21,-1.8,-16,-12,-1,-7,-18,5,10,10
COc1ccc(C2N(c3ccc(C)cc3)CCN2c2ccc(C)cc2)cc1O,1.3,-17,-2,-4,-4,3,-2,95*,4
COc1ccc(N(CC(=O)Nc2ccccc2C(=O)N2CCOCC2)S(=O)(=O)c2ccc(F)cc2)cc1,0.0,-8,-4,-4,2,6,1,27,2
CCOC(=O)C(NC(=O)c1ccccc1F)(Nc1cc(C)on1)C(F)(F)F (stereo not given),0.0,-1,4,-11,-4,6,-6,-4,0
Cc1cc(C)n(Cc2ccc(NC(=O)c3nn(C)cc3[N+](=O)[O-])cc2)n1,-1.6,-1,-23,-4,-1,2,-2,58,8
CCOC(=O)c1ccccc1NC(=O)CSc1nnnn1C1CCCCC1,2.2,1,-23,-14,6,-27,0,67,-1
CCC1(C)Cc2nc3[nH]c(=S)n(-c4ccccc4C)c(=O)c3cc2CO1 (stereo not given),0.7,-4,29,-3,·,-14,2,-14,-9
O=C1NC(N2CCOCC2)=N/C1=C/c1ccc2c(c1)OCO2,-1.3,13,-7,-17,0,-11,4,18,1
COc1cccc2c(=O)cc(C)n(CC(=O)Nc3ccccc3C)c12,-0.2,-14,2,1,-1,-7,-1,9,7
O=C(NNC1CC(=O)N(c2ccccc2)C1=O)c1cccnc1 (stereo not given),0.7,-18,2,-12,·,6,-2,11,3
Oc1c(C2=NCCNC(C(F)(F)F)=C2)ccc2ccccc12,-0.3,-9,35,-4,-12,31*,-1,-10,5

Some of the entries above, reformatted:
The line under a structure holds: S1P4 ag	S1P4 antagonist	NPY-Y1 PAM-ag	NCF1 inh	NPY Y1 blocker	NPY-Y2 PAM-ag	Ba/F3 V617F tox	CHOP inh	BaF3 tox
COc1ccc(C2N(c3ccc(C)cc3)CCN2c2ccc(C)cc2)cc1O
 : 1.3	-17	-2	-4	-4	3	-2	95*	4
COc1ccc(N(CC(=O)Nc2ccccc2C(=O)N2CCOCC2)S(=O)(=O)c2ccc(F)cc2)cc1
 : 0.0	-8	-4	-4	2	6	1	27	2
CCOC(=O)C(NC(=O)c1ccccc1F)(Nc1cc(C)on1)C(F)(F)F (stereo not given)
 : 0.0	-1	4	-11	-4	6	-6	-4	0
Cc1cc(C)n(Cc2ccc(NC(=O)c3nn(C)cc3[N+](=O)[O-])cc2)n1
 : -1.6	-1	-23	-4	-1	2	-2	58	8
CCOC(=O)c1ccccc1NC(=O)CSc1nnnn1C1CCCCC1
 : 2.2	1	-23	-14	6	-27	0	67	-1
CCC1(C)Cc2nc3[nH]c(=S)n(-c4ccccc4C)c(=O)c3cc2CO1 (stereo not given)
 : 0.7	-4	29	-3	·	-14	2	-14	-9
O=C1NC(N2CCOCC2)=N/C1=C/c1ccc2c(c1)OCO2
 : -1.3	13	-7	-17	0	-11	4	18	1
COc1cccc2c(=O)cc(C)n(CC(=O)Nc3ccccc3C)c12
 : -0.2	-14	2	1	-1	-7	-1	9	7
O=C(NNC1CC(=O)N(c2ccccc2)C1=O)c1cccnc1 (stereo not given)
 : 0.7	-18	2	-12	·	6	-2	11	3
Oc1c(C2=NCCNC(C(F)(F)F)=C2)ccc2ccccc12
 : -0.3	-9	35	-4	-12	31*	-1	-10	5
